Compound activity deposited in PubChem by several laboratories.
Keap1-Nrf2 PPI – Keap1-Nrf2 (human) interaction inhibition; Q14145; Keap1 Kelch-Nrf2 peptide fluorescence polarization, 1536-well; inhibition, % at 9.4 µM; hit rate 0.15% among 340,000; in the data active = inhibition above about 12%;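 also: human Keap1 Kelch domain with fluorescein labeled Nrf2 9mer peptide probe; 0% = neutral control wells and 100% = peptide positive control; higher means more block of Keap1 binding to Nrf2 peptide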
PKA-R2B act – PKA-R2B complex activation | hit rate 0.079% among 340,000 | AID 504700 | activation, % at 11.4 µM | PKA-R2B holoenzyme dissociation, Cy5-IP20 fluorescence polarization; R2B truncated from residue 108, S112A mutant; 0% DMSO only, 100% 113 µM cGMP;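 active = activation above a cutoff set at the mean over all compounds plus 3 SD, cut at about 18% in these data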;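 also: higher means more holoenzyme dissociation and a rise in polarization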
Target sequence (P31323 whole entry, looked up, other chains not shown, the tested form may be a part): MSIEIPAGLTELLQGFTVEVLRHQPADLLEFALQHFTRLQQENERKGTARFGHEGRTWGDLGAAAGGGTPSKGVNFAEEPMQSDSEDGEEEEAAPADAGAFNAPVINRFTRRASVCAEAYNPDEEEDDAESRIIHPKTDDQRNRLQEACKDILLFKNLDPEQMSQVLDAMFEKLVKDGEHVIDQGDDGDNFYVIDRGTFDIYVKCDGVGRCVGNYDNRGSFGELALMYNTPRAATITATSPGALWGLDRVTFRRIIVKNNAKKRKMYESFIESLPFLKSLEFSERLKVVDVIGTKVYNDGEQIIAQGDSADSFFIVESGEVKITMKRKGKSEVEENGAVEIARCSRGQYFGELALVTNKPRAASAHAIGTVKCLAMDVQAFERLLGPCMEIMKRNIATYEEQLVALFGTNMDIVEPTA
SR-BI uptake up – activators of SR-BI mediated HDL lipid uptake; CHO ldlA[mSR-BI] cells, DiI-HDL uptake fluorescence, 3 h; 100 = double the neutral-control signal; activation, % at 12.5 µM; hit rate 0.096% among 320,000; AID 504775;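 active = mean replicate activation of at least 60% and every replicate at or above 60%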;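 also: 0% = median plate neutral-control signal and 100% = twice that signal; values of inactives mirror those of a sister screen read the other way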
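Material – SR-BI-overexpressing, LDLR-lacking CHO cells · Medium – BSA-supplemented, HEPES-buffered Ham's F12, pH 7.4 · Doses – single concentration · Times – compound with DiI-HDL co-incubation, 3 h at 37 °C · Measured by – bottom-read fluorescence, 550/595 nm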
CAL PDZ FP-1 – inhibitors of human CAL PDZ peptide binding | hit rate 0.92% among 300,000 | inhibition, % at 24.9 µM | purified CAL PDZ, TMR-peptide fluorescence polarization, 1 h | AID 602252;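 active = mean inhibition of at least 30% with at least half of replicates also reaching 30%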;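 also: 0% = DMSO neutral control and 100% = excess unlabeled competitor peptide PRC23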
Rtt109 HAT inh – blocks Candida albicans Rtt109/Vps75 acetyltransferase activity; Q5AAJ8; hit rate 0.16% among 330,000; inhibition, % at 34.9 µM; AID 540336; purified Rtt109/Vps75, ThioGlo CoA-SH fluorescence, 4 h;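 active = inhibition of at least 50% in every replicate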
RTF Ca sens act – cardiac RTF calcium sensitization; IANBD-labeled TnC RTF fluorescence at EC20 calcium; 0% EC20 calcium, 100% full calcium; activation, % at 7.2 µM; hit rate 0.24% among 340,000; AID 493008;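 active = activation above the mean over all tested compounds plus 3 SD, cut at about 30% in these data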;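 also: rise in fluorescence read as greater calcium sensitivity of cardiac thin filaments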
C-LANA FP – inhibitors of KSHV LANA C-terminal domain DNA binding | MBP-C-LANA/FAM-LBS DNA binding, fluorescence polarization | inhibition, % at 9 µM | hit rate 0.078% among 340,000 | AID 504423;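 active = highest replicate inhibition at or above 60% at 9 µM, even if other replicates fall short; inactive = all replicates below 60% inhibition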;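 also: 0% = neutral control wells and 100% = 4 µM acridine orange control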
Cardiac RTF inh – cardiac RTF calcium desensitization. P19429+P45379. IANBD-labeled cardiac RTF, Ca2+ fluorescence. inhibition, % at 7.15 µM. hit rate 0.12% among 340,000;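 active = inhibition above the mean inhibition of all tested compounds plus 3 SD, cut at about 17% in these data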;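 also: assay run at fixed EC70 calcium of 1.6 mM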
CAL PDZ FP-2 – inhibitors of human CAL PDZ peptide binding | Q9HD26 | purified CAL PDZ, TMR-peptide fluorescence polarization, 1 h | inhibition, % at 20 µM | hit rate 0.02% among 330,000 | AID 504414;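 active = highest replicate inhibition of at least 40%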;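 also: plate controls were DMSO neutral control wells for no effect and unlabeled competitor peptide control wells for full effect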
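Read-out basis: mP drop reported as inhibition | Assay system: Tagged CAL PDZ protein CerCALP, purified | Benchmarks: Unlabelled peptide for full inhibition, DMSO wells as neutral | Schedule: 1 h incubation at room temperature before polarization reading | Buffer or medium: Sodium phosphate/NaCl buffer pH 7.4 with TCEP, IgG, Thesit | Doses: Single point, 20 µM | Measured by: Fluorescence polarization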
DAGLB inh – diacylglycerol lipase beta (human) inhibition. hit rate 0.059% among 340,000. HEK293T DAGLB membrane lysate, EnzChek fluorogenic substrate. inhibition, % at 5.17 µM. Q8NCG7; in the data active = inhibition above about 34%;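 also: 0% = enzyme with vehicle and 100% = wells lacking enzyme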
Target sequence (Q8NCG7 whole entry, looked up): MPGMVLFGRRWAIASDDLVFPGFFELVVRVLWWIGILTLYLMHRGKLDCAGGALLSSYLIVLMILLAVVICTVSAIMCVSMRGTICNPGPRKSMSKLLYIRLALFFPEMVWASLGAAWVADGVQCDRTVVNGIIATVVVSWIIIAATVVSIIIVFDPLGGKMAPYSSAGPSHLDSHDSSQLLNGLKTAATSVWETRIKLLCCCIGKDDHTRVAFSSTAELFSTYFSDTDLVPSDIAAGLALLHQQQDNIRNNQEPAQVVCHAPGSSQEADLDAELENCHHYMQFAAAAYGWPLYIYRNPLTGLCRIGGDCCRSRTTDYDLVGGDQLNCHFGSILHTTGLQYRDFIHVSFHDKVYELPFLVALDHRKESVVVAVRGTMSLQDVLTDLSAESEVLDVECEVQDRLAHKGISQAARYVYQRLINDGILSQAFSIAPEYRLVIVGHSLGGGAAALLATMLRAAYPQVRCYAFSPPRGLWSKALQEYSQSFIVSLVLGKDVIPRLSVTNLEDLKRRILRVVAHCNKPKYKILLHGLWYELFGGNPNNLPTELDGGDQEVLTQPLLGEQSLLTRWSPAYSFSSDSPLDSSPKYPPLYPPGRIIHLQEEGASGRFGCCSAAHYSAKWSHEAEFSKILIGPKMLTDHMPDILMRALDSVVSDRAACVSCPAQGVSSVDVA
* = called active by the depositor; nt = no result given.

(1) CS(=O)(=O)Nc1cccc(C2=NN(C(=O)c3ccco3)C(c3ccco3)C2)c1 (stereo not drawn)
(2) CCOC(=O)C1NN=C(C(=O)c2ccccc2)C1c1ccc(Cl)cc1 (stereo not drawn)
(3) NC(=S)N/N=C/c1ccccc1
(4) Cc1ccccc1NC(=O)OCc1cccnc1Oc1ccc(Cl)cc1
(5) N#Cc1ccc(C(=O)OCC(=O)NC2CCCC2)cc1
(6) CCCN(C(=O)c1c(CC)noc1C)c1c(N)n(Cc2ccccc2)c(=O)[nH]c1=O
Compound,1,2,3,4,5,6
Keap1-Nrf2 PPI,-3,-4,3,1,0,0
PKA-R2B act,-1,-3,-1,-11,4,-2
SR-BI uptake up,-23,28,7,-27,17,7
CAL PDZ FP-1,-1,-7,-2,-5,-3,-6
Rtt109 HAT inh,2,5,-5,-1,13,-3
RTF Ca sens act,1,-1,-4,-3,-6,0
C-LANA FP,-1.4,0.8,1.7,-0.7,4.7,0.6
Cardiac RTF inh,-6,-8,5,-6,-12,-15
CAL PDZ FP-2,-6.7,-1.2,-0.3,-0.2,-1.2,-0.1
DAGLB inh,2,-1,-5,-6,-10,3

(7) O=C(C1=C[C@@H](c2ccc3c(c2)OCO3)C[C@@H](OCc2ccc(CO)cc2)O1)N1CCOCC1
(8) O=C(NCc1cc(C(F)(F)F)cc(C(F)(F)F)c1)C1CC(c2ccc(C(F)(F)F)cc2)=NO1 (stereo not drawn)
(9) C/C(=C\C(=O)O)C12CC3CC(CC(C3)C1)C2
(10) c1ccc(-c2nc(-c3cccnc3)cs2)cc1
(11) CCOC(=O)C1=C(c2ccccc2)NC(=O)NC1c1ccc(N(C)C)cc1 (stereo not drawn)
(12) CCCC(=O)Nc1ccc(N2CCN(C(=O)CCC)CC2)cc1
Compound,7,8,9,10,11,12
Keap1-Nrf2 PPI,-2,2,-4,-2,-2,1
PKA-R2B act,-1,-4,-8,-10,6,0
SR-BI uptake up,14,-5,8,nt,19,0
CAL PDZ FP-1,-1,7,31*,0,-2,39*
Rtt109 HAT inh,-4,-7,6,-6,6,-9
RTF Ca sens act,7,-3,9,-4,0,0
C-LANA FP,-1.6,0.7,0.2,-1.1,-0.4,0.0
Cardiac RTF inh,5,5,6,0,-5,1
CAL PDZ FP-2,-1.1,-1.3,nt,-0.7,-1.5,-0.8
DAGLB inh,1,-3,-3,-4,1,-1

(13) CCOC(=O)c1sc2nc(NC(=O)C(C)(C)C)sc2c1C
(14) Clc1ccc2c(c1)-c1[nH]ncc1CS2
(15) Cn1nc(-c2ccc(N3CCCCC3)c(NC(=O)c3ccco3)c2)c2ccccc2c1=O
(16) CCOc1ccc(NC(=S)N(CCc2c(C)[nH]c3ccc(C)cc23)Cc2ccco2)cc1
(17) COC(=O)c1ccc(OCCOc2ccccc2)cc1
(18) COc1ccccc1C(=O)NC(CCSC)C(=O)NCCCSc1ccccc1 (stereo not drawn)
Compound,13,14,15,16,17,18
Keap1-Nrf2 PPI,-1,0,3,-11,3,2
PKA-R2B act,4,-7,8,-9,-1,9
SR-BI uptake up,-8,12,-3,-44,-12,-28
CAL PDZ FP-1,nt,-5,nt,nt,nt,0
Rtt109 HAT inh,-9,20,-4,1,1,0
RTF Ca sens act,6,2,-2,11,-1,-1
C-LANA FP,-1.1,nt,0.2,-0.1,0.1,0.1
Cardiac RTF inh,-3,-2,-5,-12,-7,-7
CAL PDZ FP-2,-0.3,0.2,-5.1,-1.7,-0.8,-2.4
DAGLB inh,-8,-1,-1,-2,-14,-1

(19) CCNCc1cc(Cl)cc(OC)c1OC(C)C
(20) COc1cc(OC)cc(-c2nnc(SCC(=O)N3CCOCC3)o2)c1
(21) Cc1ccc2oc(-c3cccc(NC(=O)c4ccc(Br)o4)c3C)nc2c1
(22) CC(C)CC1NC(=O)N(CC(=O)Nc2cc(F)ccc2F)C1=O (stereo not drawn)
(23) CCOC(=O)C1=C(C)NC(=O)NC1/C=C/c1ccccc1 (stereo not drawn)
(24) CCCCn1c(-c2csc(CC)c2)n[nH]c1=S
Compound,19,20,21,22,23,24
Keap1-Nrf2 PPI,-1,-1,-2,-1,-3,2
PKA-R2B act,-1,-1,-4,9,-16,-4
SR-BI uptake up,16,nt,-17,nt,-28,-1
CAL PDZ FP-1,-2,2,-7,-4,-2,0
Rtt109 HAT inh,-8,-1,-4,6,nt,8
RTF Ca sens act,0,1,-4,-1,-3,-1
C-LANA FP,0.8,0.5,0.9,-0.2,0.2,0.7
Cardiac RTF inh,-19,0,4,-7,0,-9
CAL PDZ FP-2,0.0,-1.9,0.3,-2.7,-2.2,-3.6
DAGLB inh,-1,0,-9,-3,-1,4

(25) CCCN(CC(=O)Nc1ccc(F)c(F)c1F)C(=O)c1ccc2c(=O)n3c(nc2c1)CCC3
(26) O=C1CN(C(=O)C2CC2)c2ccccc2N1
(27) O=C(O)c1cnn(-c2ccccc2)c1-c1ccncc1
(28) CCn1c(=O)cc(C(F)(F)F)[nH]c1=S
(29) Fc1cccc(NCc2ccoc2)c1
(30) C=C(C)Cn1c(C)cc(C)c(S(=O)(=O)c2ccccc2C)c1=O
Compound,25,26,27,28,29,30
Keap1-Nrf2 PPI,-3,-1,-1,2,2,0
PKA-R2B act,-5,-16,-1,-3,-2,-7
SR-BI uptake up,-12,25,-3,0,-10,-2
CAL PDZ FP-1,-3,-2,nt,-2,-4,-3
Rtt109 HAT inh,6,0,-5,-7,7,-1
RTF Ca sens act,-4,2,3,-4,2,-2
C-LANA FP,0.1,1.8,6.1,-1.3,1.4,0.5
Cardiac RTF inh,1,-8,1,0,-4,-7
CAL PDZ FP-2,-2.6,-2.0,0.0,-1.4,nt,-0.3
DAGLB inh,-2,2,-3,0,-2,-6

3 compounds from above, arranged by formula weight, smallest number first:
(29) Fc1cccc(NCc2ccoc2)c1
(28) CCn1c(=O)cc(C(F)(F)F)[nH]c1=S
(27) O=C(O)c1cnn(-c2ccccc2)c1-c1ccncc1
Compound,29,28,27
Keap1-Nrf2 PPI,2,2,-1
PKA-R2B act,-2,-3,-1
SR-BI uptake up,-10,0,-3
CAL PDZ FP-1,-4,-2,nt
Rtt109 HAT inh,7,-7,-5
RTF Ca sens act,2,-4,3
C-LANA FP,1.4,-1.3,6.1
Cardiac RTF inh,-4,0,1
CAL PDZ FP-2,nt,-1.4,0.0
DAGLB inh,-2,0,-3

Next structures follow:
(31) CNC(=S)N(Cc1cccs1)Cc1cc2cc(OC)c(OC)cc2[nH]c1=O
(32) CN(C)c1ccc(C(=S)N2CCCC2)cc1Br
(33) COc1cccc(CC2(CO)CCCN(CC3=Cc4cc(OC)ccc4OC3)C2)c1 (stereo not drawn)
(34) N#Cc1cccc(Oc2ccc(S(=O)(=O)N3CCCC3)cn2)c1
(35) O=C(CCCc1nc2ccccc2s1)Nc1nccs1
(36) CN(C)CCN(C(=O)c1cccs1)c1nc2cc3c(cc2s1)OCCO3
Compound,31,32,33,34,35,36
Keap1-Nrf2 PPI,-1,-2,-6,-3,2,0
PKA-R2B act,-2,-14,6,-9,-15,1
SR-BI uptake up,-20,9,1,3,-22,16
CAL PDZ FP-1,-3,-4,-3,-2,-2,41*
Rtt109 HAT inh,-2,-9,-16,11,5,-1
RTF Ca sens act,4,-9,9,-1,4,-1
C-LANA FP,0.4,-1.6,0.7,-0.8,0.5,-0.9
Cardiac RTF inh,-3,-5,1,-1,-2,-4
CAL PDZ FP-2,-3.2,-0.7,-2.3,-2.5,-1.2,-0.3
DAGLB inh,2,-2,-2,-1,1,1

5 compounds out of the list above, arranged by their value in C-LANA FP, largest number first.
no.	SMILES	C-LANA FP
33	COc1cccc(CC2(CO)CCCN(CC3=Cc4cc(OC)ccc4OC3)C2)c1 (stereo not drawn)	0.7
35	O=C(CCCc1nc2ccccc2s1)Nc1nccs1	0.5
31	CNC(=S)N(Cc1cccs1)Cc1cc2cc(OC)c(OC)cc2[nH]c1=O	0.4
34	N#Cc1cccc(Oc2ccc(S(=O)(=O)N3CCCC3)cn2)c1	-0.8
32	CN(C)c1ccc(C(=S)N2CCCC2)cc1Br	-1.6

More compounds:
(37) Cc1nc2c3c4c(sc3n3c(SCC(=O)NCc5ccco5)nnc3n2n1)COC(C)(C)C4
(38) CCO/C(C)=N/n1c2nc3ccccc3nc2c2c(=O)n(C3CCCC3)c(C)nc21
(39) O=C(Nc1ccccc1)c1ccccc1CSc1ccccc1
(40) N#CC(C(=O)Nc1ccc(Cl)c(Cl)c1)=C1Nc2ccccc2N1
(41) O=C(CC12CC3CC(CC(C3)C1)C2)NCc1ccncc1
(42) COc1cc(OC)c(OC)cc1/C=N/Nc1ccc(Cl)nn1
Compound,37,38,39,40,41,42
Keap1-Nrf2 PPI,-5,1,-2,1,-5,0
PKA-R2B act,-2,2,0,-2,0,-3
SR-BI uptake up,0,21,-17,-45,25,-15
CAL PDZ FP-1,-6,1,-5,-4,nt,-6
Rtt109 HAT inh,-6,13,-19,-1,8,-1
RTF Ca sens act,-3,-3,4,-7,5,9
C-LANA FP,-1.2,-1.2,1.2,2.4,-1.0,-3.5
Cardiac RTF inh,-1,-4,6,4,-6,-2
CAL PDZ FP-2,-0.3,-1.1,-2.4,-3.3,-2.5,-1.2
DAGLB inh,1,-4,-5,4,0,3

(43) CC(=O)O[C@H]1CC[C@@]2(C)C(=CC[C@H]3[C@@H]4CC[C@H](C5(C)OCCO5)[C@@]4(C)CC[C@@H]32)C1
(44) O=c1c(O[C@@H]2O[C@H](CO)[C@@H](O)[C@H](O)[C@H]2O)c(-c2ccc(O)cc2)oc2cc(O)cc(O)c12
(45) CSc1ccc(S(=O)(=O)Nc2ccc3c(c2)OCCO3)cc1
(46) CCOC(=O)c1cc(-c2ccccc2)n(CCC(=O)N2CCN(c3ccc(OC)cc3)CC2)c1C
(47) O=C1Cc2ccccc2C(=O)N1OCc1ccc(Cl)cc1
(48) Cc1cc(C=C2C(=O)c3ccccc3C2=O)c(C)n1-c1cccc(C(=O)O)c1
Compound,43,44,45,46,47,48
Keap1-Nrf2 PPI,-3,-4,-8,-5,-6,-5
PKA-R2B act,-11,-3,-8,-8,2,10
SR-BI uptake up,-2,10,12,-21,-62,11
CAL PDZ FP-1,-3,-2,0,-2,5,-6
Rtt109 HAT inh,5,0,-1,7,8,14
RTF Ca sens act,1,-2,10,10,0,-9
C-LANA FP,-0.4,-1.5,1.1,1.7,-0.6,-0.3
Cardiac RTF inh,-11,3,-4,-4,-4,-19
CAL PDZ FP-2,-0.3,-1.3,-5.7,0.2,-0.1,-2.6
DAGLB inh,-1,-1,3,-2,3,7
